# Source: PubChem BioAssay
# mHTT-CaM PPI inh: mutant huntingtin-calmodulin interaction inhibitors – biochemical, AlphaScreen, primary screen. inhibition, % at 15 µM. 190,000 tested, 3.6% active. AlphaScreen His-mHTT/GST-CaM binding, luminescence. AID 1671202, 2021. P42858;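 note: 0% = both proteins with DMSO and 100% = one protein alone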
# Target sequence (P42858 whole entry, looked up, stated change not applied): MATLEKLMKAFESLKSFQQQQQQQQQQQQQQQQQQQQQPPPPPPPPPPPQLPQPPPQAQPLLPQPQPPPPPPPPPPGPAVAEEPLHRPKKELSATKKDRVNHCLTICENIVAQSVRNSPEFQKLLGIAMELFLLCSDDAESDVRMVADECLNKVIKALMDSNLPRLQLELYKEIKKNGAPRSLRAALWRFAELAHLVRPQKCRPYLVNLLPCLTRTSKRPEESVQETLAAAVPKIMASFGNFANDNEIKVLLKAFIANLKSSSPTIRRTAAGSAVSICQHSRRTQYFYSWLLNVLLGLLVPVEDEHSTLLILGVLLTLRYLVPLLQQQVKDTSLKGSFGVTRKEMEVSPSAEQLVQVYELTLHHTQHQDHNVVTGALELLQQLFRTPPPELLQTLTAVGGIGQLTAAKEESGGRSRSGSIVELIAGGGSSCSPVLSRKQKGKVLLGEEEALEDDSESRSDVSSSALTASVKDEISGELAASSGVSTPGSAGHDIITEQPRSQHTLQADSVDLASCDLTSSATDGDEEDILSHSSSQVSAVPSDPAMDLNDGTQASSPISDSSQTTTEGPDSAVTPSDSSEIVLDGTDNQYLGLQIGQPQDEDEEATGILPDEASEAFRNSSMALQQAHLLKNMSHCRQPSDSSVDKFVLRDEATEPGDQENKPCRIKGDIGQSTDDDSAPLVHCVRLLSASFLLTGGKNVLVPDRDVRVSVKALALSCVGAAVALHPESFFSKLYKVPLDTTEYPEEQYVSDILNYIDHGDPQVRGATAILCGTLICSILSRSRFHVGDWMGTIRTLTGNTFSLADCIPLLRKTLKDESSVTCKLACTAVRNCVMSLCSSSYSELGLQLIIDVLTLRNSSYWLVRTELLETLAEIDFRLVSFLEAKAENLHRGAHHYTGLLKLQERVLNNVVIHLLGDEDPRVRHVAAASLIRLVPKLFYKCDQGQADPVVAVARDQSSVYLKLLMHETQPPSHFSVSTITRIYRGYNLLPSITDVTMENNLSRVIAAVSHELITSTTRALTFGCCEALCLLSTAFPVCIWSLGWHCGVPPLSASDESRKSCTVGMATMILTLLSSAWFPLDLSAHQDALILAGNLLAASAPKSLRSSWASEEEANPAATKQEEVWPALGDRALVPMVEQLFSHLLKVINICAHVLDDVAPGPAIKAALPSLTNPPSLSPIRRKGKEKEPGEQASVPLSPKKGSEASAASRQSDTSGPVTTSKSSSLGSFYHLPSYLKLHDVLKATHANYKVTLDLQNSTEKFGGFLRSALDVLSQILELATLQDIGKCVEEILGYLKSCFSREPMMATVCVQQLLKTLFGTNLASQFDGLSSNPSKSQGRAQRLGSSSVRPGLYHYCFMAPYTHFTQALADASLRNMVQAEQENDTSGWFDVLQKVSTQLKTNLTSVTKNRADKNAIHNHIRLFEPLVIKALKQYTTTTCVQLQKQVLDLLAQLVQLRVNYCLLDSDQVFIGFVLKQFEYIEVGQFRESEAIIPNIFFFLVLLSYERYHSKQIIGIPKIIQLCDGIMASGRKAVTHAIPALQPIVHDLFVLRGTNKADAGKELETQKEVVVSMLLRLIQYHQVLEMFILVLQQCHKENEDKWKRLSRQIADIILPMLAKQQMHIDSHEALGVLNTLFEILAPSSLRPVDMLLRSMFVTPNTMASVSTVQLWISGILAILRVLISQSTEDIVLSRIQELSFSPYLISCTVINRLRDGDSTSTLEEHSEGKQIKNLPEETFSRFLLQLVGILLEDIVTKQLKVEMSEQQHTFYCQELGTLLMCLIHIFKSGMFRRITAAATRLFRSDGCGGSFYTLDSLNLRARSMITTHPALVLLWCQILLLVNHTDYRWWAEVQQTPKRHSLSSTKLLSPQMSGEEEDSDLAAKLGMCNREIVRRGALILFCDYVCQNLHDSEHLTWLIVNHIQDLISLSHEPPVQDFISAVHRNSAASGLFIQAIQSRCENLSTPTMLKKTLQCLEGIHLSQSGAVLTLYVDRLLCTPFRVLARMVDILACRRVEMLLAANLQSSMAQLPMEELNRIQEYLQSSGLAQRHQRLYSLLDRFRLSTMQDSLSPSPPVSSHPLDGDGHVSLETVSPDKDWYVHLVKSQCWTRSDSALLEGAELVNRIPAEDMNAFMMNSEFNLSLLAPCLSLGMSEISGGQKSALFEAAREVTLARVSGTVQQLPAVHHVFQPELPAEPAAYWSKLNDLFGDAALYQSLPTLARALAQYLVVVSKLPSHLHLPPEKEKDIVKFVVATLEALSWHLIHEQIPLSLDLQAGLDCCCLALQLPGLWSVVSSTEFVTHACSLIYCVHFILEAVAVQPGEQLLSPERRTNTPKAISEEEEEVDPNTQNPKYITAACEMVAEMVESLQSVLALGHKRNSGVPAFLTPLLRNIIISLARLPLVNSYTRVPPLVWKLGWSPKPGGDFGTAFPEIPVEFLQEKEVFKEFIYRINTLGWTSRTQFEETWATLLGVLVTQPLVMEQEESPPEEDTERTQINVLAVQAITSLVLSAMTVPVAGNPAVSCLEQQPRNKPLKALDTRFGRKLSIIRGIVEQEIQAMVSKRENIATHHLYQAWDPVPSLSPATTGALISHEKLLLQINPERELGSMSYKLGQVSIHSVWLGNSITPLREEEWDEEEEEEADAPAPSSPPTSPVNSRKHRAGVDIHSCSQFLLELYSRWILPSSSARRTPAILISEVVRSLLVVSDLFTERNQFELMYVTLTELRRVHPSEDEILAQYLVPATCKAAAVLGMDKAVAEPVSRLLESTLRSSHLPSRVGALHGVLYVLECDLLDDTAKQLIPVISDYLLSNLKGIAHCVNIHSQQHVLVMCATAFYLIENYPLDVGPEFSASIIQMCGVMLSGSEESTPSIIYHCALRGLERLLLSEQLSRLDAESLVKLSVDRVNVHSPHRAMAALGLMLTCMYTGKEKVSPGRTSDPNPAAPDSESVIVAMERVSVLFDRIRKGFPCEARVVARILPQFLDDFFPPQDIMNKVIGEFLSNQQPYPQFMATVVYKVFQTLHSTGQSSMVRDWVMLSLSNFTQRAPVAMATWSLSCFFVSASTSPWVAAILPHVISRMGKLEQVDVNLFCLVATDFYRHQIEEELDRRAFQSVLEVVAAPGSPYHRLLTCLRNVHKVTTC
# Pf apPOL block: Pf-apPOL inhibitors, biochemical, fluorescence; Recombinant Pf-apPOL, molecular beacon fluorescence, 1.5 h; inhibition, % at 10 µM; 210,000 tested, 0.25% active; AID 1794808, 2022
# * = called active by the depositor; nt = no result given; & = joins results of further samples. Cut-off read from the data, not from the text of the source: active = inhibition above about 50%; inactive = the rest. These rows are one share of the data, so the mix of outcomes need not match the whole.
SMILES,mHTT-CaM PPI inh,Pf apPOL block
COc1ccccc1NC(=O)N1CC(C)Oc2ccc(Cl)cc21 (configuration not stated),-8,-11
COc1ccc(Cl)cc1NC(=O)c1cc(OC)c(OC)cc1[N+](=O)[O-],14&-7,-2&-7
COc1cccc(C=C2Oc3c(ccc(O)c3CN3CCN(C)CC3)C2=O)c1OC,4,-8
CCCCCC1=CC(=O)C=C(OC)C1=O,nt,-8
O=C(C(=O)N1CCOCC1)c1c(-c2ccccc2)cc2ccccn12,2,-6
O=C(NC12CC3CC(CC(C3)C1)C2)c1ccccc1Cl,-6,-9
Cc1cccc(NC(=O)c2cc(C)n3nc(C)cc3n2)c1,-9,1
Cc1cccc2sc(N3CCN(C(=O)c4cc(-c5ccco5)on4)CC3)nc12,-13,-10
Cc1ccc(/C=c2\sc3nc(-c4ccc(Br)cc4)nn3c2=O)o1,1,-1
CC1=C(C)CC(C(=O)Nc2ccc3c(c2)OCO3)C(C(=O)O)C1 (configuration not stated),nt,-9
CN(C)S(=O)(=O)c1cc(C(=O)O)c(N2CCCCC2)cc1Cl,0,-10
CC1CCCCN1CCNC(=O)c1ccc2ncnc(N3CCCCC3)c2c1 (configuration not stated),3,-5
CCC(=O)Nc1cccc(-c2noc(C3CCCN(C(=O)c4ccc(F)cc4)C3)n2)c1 (configuration not stated),-7,-4
CCCCCCN1C[C@H](n2cc(COC(=O)c3ccccc3)nn2)[C@@H](O)C[C@@H]1c1ccccc1,14,-3
Cc1cc(=O)[nH]c(Nc2ccccc2)n1,3,-7
CCC1CN(C(=O)Nc2ccc(OC)cc2OC)c2cc(C)ccc2O1 (configuration not stated),19,-1
Cc1oc2cc(OCC(=O)O)ccc2c(=O)c1-c1ccccc1,-2,-6
CCc1ccc(NC(=O)CN(c2ccc(I)cc2)S(C)(=O)=O)cc1,-6,-7
O=C(CN1C(=O)c2cccnc2C1=O)N1CCN(c2ccccc2)CC1,12,-23
CC1CCN(C2=CC(=O)N(c3ccc(C(=O)N4CCCCCC4)cc3)C2=O)CC1,5,4
Fc1ccc(CSc2nnnn2-c2ccc3c(c2)OCO3)cc1,-29,2
COc1ccccc1CNC(=O)c1sc2nc(C)nc(N3CCCCC3)c2c1C,1,0
Cc1cccc(C2CCC(C(=O)N3CCOCC3)CN2C(=O)C2CC2)c1 (configuration not stated),0,-4
O=C(NCc1ccc2c(c1)OCO2)c1cn2c(n1)COCC2,14,-9

# The last four records of the section above are carried over, then new ones follow.
SMILES,mHTT-CaM PPI inh,Pf apPOL block
Fc1ccc(CSc2nnnn2-c2ccc3c(c2)OCO3)cc1,-29,2
COc1ccccc1CNC(=O)c1sc2nc(C)nc(N3CCCCC3)c2c1C,1,0
Cc1cccc(C2CCC(C(=O)N3CCOCC3)CN2C(=O)C2CC2)c1 (configuration not stated),0,-4
O=C(NCc1ccc2c(c1)OCO2)c1cn2c(n1)COCC2,14,-9
COc1ccc(C2CC(=O)C3=C(C2)Nc2ccccc2NC3c2ccc(N(C)C)cc2)cc1OC (configuration not stated),52*,0
C=CCSc1n[nH]c(=O)n1C1CCCCC1,nt,-9
CC(C)(C)C(=O)NCC1COc2ccccc2O1 (configuration not stated),nt,0
CN(CCc1ccccn1)C(=O)c1cn(-c2ccc(Cl)cc2)c(=O)c2ccccc12,-6,-7
Cc1ccccc1CSC1=NCCN1C(=O)C1CC1,-9,-4
Cn1cc(C(=O)Nc2ccc(F)c(Cl)c2)c(N)n1,nt,-12
O=C(Nc1cc(F)c2nc(N3CCOCC3)ccc2c1)c1cccs1,7,-5
CC1=NN(c2ccccc2)C(=O)/C1=C/c1ccccc1OCc1ccccc1,33,5
CCN(CC)S(=O)(=O)c1ccc(C(=O)Nc2ccc(-n3nncc3-c3ccccc3)cc2)cc1,11,1
Cc1cc(C)nc(SCC(O)COCc2ccc(Cl)cc2)n1 (configuration not stated),0,-4
CC1(C(=O)N2CCN(c3ccccc3F)CC2)Oc2cccnc2NC1=O (configuration not stated),8,10
Cc1ccc(-n2[nH]c3c(cnc4ccc(C(=O)N5CCCC5)cc43)c2=O)cc1C,1,0
CC(C)N1CCN(C(=O)CCC2CCCN(c3cc(NC4CC4)ncn3)C2)CC1 (configuration not stated),9,-1
Oc1cccc(C2N(Cc3ccccc3)CCN2Cc2ccccc2)c1,3,-4
N#CSCC(=O)c1ccc(O)c(O)c1,nt,13
O=C(Nc1ccc(F)cc1F)c1c(O)c2cccnc2n(-c2ccc(F)cc2)c1=O,-1,-10
O=c1c(SCc2ccc([N+](=O)[O-])cc2)nccn1-c1ccc(Br)cc1,-6,-2
O=C1C(=Cc2ccco2)Oc2c1ccc1c2CN(CCc2ccccc2)CO1,30,-23
COc1ccc(Br)cc1C1=N/C(=C\c2ccc3c(c2)OCO3)C(=O)O1,3,-2
COCCCNC(=O)c1cn(C2CCCCC2)c(=O)c2c1c1ccccc1n2C,12,-6
O=C(NCc1ccc(F)cc1F)C1CC(=O)N(CCc2ccccc2)C1 (configuration not stated),-7,-7
CCOc1cc(C(=O)Nc2ccc(F)cc2F)nc2c(F)cccc12,-10,-1
O=C1NCCc2c1[nH]c1c(Cl)ccc(Cl)c21,16,-1
COc1ccc(CCN2CC(C(=O)NCc3cccs3)CC2=O)cc1OC (configuration not stated),0,-10

# Taken from above:
# Value of `Cc1cccc(NC(=O)c2cc(C)n3nc(C)cc3n2)c1` in Pf apPOL block: 1
# Value of `O=C1NCCc2c1[nH]c1c(Cl)ccc(Cl)c21` in Pf apPOL block: -1

# The main list resumes; the 3 compounds before the break are reprinted first.
SMILES,mHTT-CaM PPI inh,Pf apPOL block
CCOc1cc(C(=O)Nc2ccc(F)cc2F)nc2c(F)cccc12,-10,-1
O=C1NCCc2c1[nH]c1c(Cl)ccc(Cl)c21,16,-1
COc1ccc(CCN2CC(C(=O)NCc3cccs3)CC2=O)cc1OC (configuration not stated),0,-10
CC(C)Oc1ccc(CNS(=O)(=O)c2cc3c(s2)CCN(C(=O)C2CCC2)C3)cc1,-2,-1
N#Cc1cc2[nH]c3ccccc3c2[n+](-c2ccc([N+](=O)[O-])cc2)c1N,10,0
C=CCNCCCOc1ccccc1C(C)CC (configuration not stated),-13,-15
COc1ccc(C(=O)COc2cc3c(C(=O)OC(C)C)c(C)oc3cc2Br)cc1,-8,1
CCN(CCN(C)C)Cc1ccccc1C,1,0
Clc1ccc(OCCN2CCCC2)c(Br)c1,-1,5
COc1ccccc1-c1c(C(F)(F)F)oc2cc(OS(C)(=O)=O)ccc2c1=O,2,-4
Oc1ccc(-c2cnc3ccccc3n2)cc1,1,0
O=C(NCc1ccncc1)Nc1ccccc1Cl,-2,0
O=C(NC1CCCC1)N1CCC(Nc2cccnc2)C1 (configuration not stated),-4,-1
CCCc1[nH]nc2c1C(c1ccc(Cl)c(Cl)c1)C(C#N)=C(N)O2 (configuration not stated),14,-6
COc1cccc(N2CCN(C(=O)C3CCCN(c4ccncc4)C3)CC2)c1 (configuration not stated),-2,-1
COC(=O)c1c(NC(=O)CCC(=O)O)sc2c1CCC2,3,nt
CCOc1cn2c(cc1=O)C(=O)N(CCNC(=O)c1ccc(C(F)(F)F)cc1)CC2,-11,0
O=[N+]([O-])c1ccccc1S(=O)(=O)N1CCN(Cc2cccc(Br)c2)CC1,34,6
Cc1nc(Nc2ccc3c(c2)OCCO3)nc(Nc2ccc3c(c2)OCCO3)c1[N+](=O)[O-],24,nt
C(#CC1(N2CCOCC2)CCCC1)c1ccccc1,-1,-5
CN(C)c1ccc(/C=C2\N=C(c3ccc(Cl)c([N+](=O)[O-])c3)OC2=O)cc1,21,3
O=C1NCCCC1C(=O)NCCNC(=O)C(F)(F)F (configuration not stated),-2,-5
O=C(c1ccc(F)cc1)N1CCC(CCNS(=O)(=O)c2ccc3c(c2)CCCC3)CC1,46,1
Cc1ccc(/C=C2\N=C(c3ccccc3C)OC2=O)cc1,2,10
CCN(c1ccccc1)S(=O)(=O)c1cc(C(=O)Nc2ccccc2Cl)ccc1F,-17,-4
COc1cc(/C=C2/C(=O)NC(=O)N(Cc3ccc(F)cc3)C2=O)cc(OC)c1OC,24,0
COc1cccc(CCC(=O)N2CCC(Cc3nc4cccnc4n3C)C2)c1 (configuration not stated),3,0
O=C(COc1ccccc1)Nc1c2c(nn1-c1ccc(F)cc1)CS(=O)(=O)C2,-3,-5
COc1ccc(C2Nc3ccccc3C(=O)N2c2ccc(Br)cc2)cc1 (configuration not stated),0,2
CC(C(=O)N1CCN(Cc2ccc3c(c2)OCO3)CC1)N1C(=O)c2ccccc2C1=O (configuration not stated),2,-10
Cn1c(=O)c2c(nc(N3CCCCCC3)n2CC(=O)c2ccc(Br)cc2)n(C)c1=O,6,2
COC(=O)C(C)NC(=O)N1CCC2(CC1)Nc1cc(F)ccc1-n1cccc12 (configuration not stated),38,4
CCCN1CCN(c2ncc3c(n2)CCN(Cc2ccc(C)c(C)c2)C3)CC1,34,0
Cc1nn(-c2ccc(C(=O)NCCCN3CCCC3=O)cc2)c2c1C(=O)CC(C)(C)C2,2,0
O=C(Sc1ccc(Cl)cc1)c1ccc(Oc2ccc(Cl)cc2Cl)c([N+](=O)[O-])c1,nt,-6
Cc1ccc(C(=O)N2CCc3c(c(-c4nc(-c5cccc(F)c5)no4)nn3C)C2)s1,11,-4
O=C(O)CC12CC3CC(C1)CC(c1ccccc1)(C3)C2,1,-5
COc1ccc(OCc2nc3ccccc3n2C)cc1,-3,-9
O=C(Nc1cccc(F)c1)c1cccnc1Cl,-1,-10
Nc1cnc(-c2ccc([N+](=O)[O-])cc2)nc1,3,-12
CCC(=O)N1CCc2cc(N3CC(C(=O)Nc4cccc(F)c4)CC3=O)ccc21 (configuration not stated),1,0
O=C(NC1CCCCC1)C1CC(=O)N(CCc2c[nH]c3ccc(Cl)cc23)C1 (configuration not stated),8,1
O=C(Nc1ccc2oc(-c3cccc(F)c3)nc2c1)c1ccco1,11,0
CCCN1C(=O)CCc2cc(NC(=O)c3ccc(C)s3)ccc21,4,-20
COc1ccc(-c2cc(C(=O)NCCN3CCOCC3)c3ccccc3n2)cc1OC,-2,0
CC(=NC(N)=Nc1nc(C)c2ccc(C)cc2n1)c1ccccc1C(=O)O,0,-11
COc1cccc(Oc2c(C)oc3c(CN4CCC(C)CC4)c(O)ccc3c2=O)c1,1,-6
N#Cc1ccccc1CSc1nc2ccsc2c(=O)n1Cc1ccccn1,18,-6
O=C1C(NS(=O)(=O)Cc2ccc(Cl)cc2)CCN1c1ccccc1 (configuration not stated),-8,2
COc1ccc(OC)c(-c2nc3nnc(C)n3[nH]2)c1,-2&-1,1&-8
COc1cc(NC(=O)CN2C(=O)c3ccccc3C2=O)c(C(=O)O)cc1OC,-2,1

# Three entries out of the list, sorted by molar mass, high to low.
SMILES,mHTT-CaM PPI inh,Pf apPOL block
COc1ccc(-c2cc(C(=O)NCCN3CCOCC3)c3ccccc3n2)cc1OC,-2,0
COc1cccc(Oc2c(C)oc3c(CN4CCC(C)CC4)c(O)ccc3c2=O)c1,1,-6
O=C1C(NS(=O)(=O)Cc2ccc(Cl)cc2)CCN1c1ccccc1 (configuration not stated),-8,2

# Next part
SMILES,mHTT-CaM PPI inh,Pf apPOL block
COc1ccc(CN2CCN(C(=O)c3ccccc3F)CC2)c(OC)c1OC,0,-2
Cn1ccc2c(-c3cccc(C=O)c3F)cc3c(c21)C1CCC3C1 (configuration not stated),27,-15
COCCN1COc2ccc3c(=O)c(-c4ccccc4)coc3c2C1,3,3
CCCNC(=O)N1CCCC1c1nc(-c2ccccc2)no1 (configuration not stated),2,-2
COc1ccc(-c2nc3cc(N=Cc4cc5c(cc4[N+](=O)[O-])OCO5)ccc3o2)cc1,28,0
Cc1noc(COC2CCCN(S(=O)(=O)c3ccccc3F)C2)n1 (configuration not stated),-13,-3
Cc1ccc(-c2nc(C(=O)Nc3cc(C)on3)c3n2CCCCC3)cc1,7,-2
Cc1ccc(NC(=O)c2ccc(-c3cncnc3)nc2)cc1C,-2,-11
COc1ccccc1C1C2=C(CCCC2=O)N(Cc2ccccc2)C2=C1C(=O)CCC2,12,-10
CC(=O)Nc1ccc(-c2nc3ccccc3o2)cc1,1,7
Cc1ccc(-c2nc(-c3ccc([N+](=O)[O-])cc3)no2)cc1Cl,-3,3
O=[N+]([O-])c1ccc(Cl)c(S(=O)(=O)Nc2cccnc2)c1,-5,-2
COc1ccc(/C=C2\C(=O)NC(=O)N(c3cc(C)cc(C)c3)C2=O)cc1OC,8,-9
O=Cc1cn(CC(=O)NCc2cccs2)c2ccc(Br)cc12,4,1
COc1cccc(C(=O)N2CCCC2c2nc(-c3cccc(C)c3)no2)c1OC (configuration not stated),4,-7
Cc1ccc(C2=CC(c3cccc(Br)c3)n3ncnc3N2)cc1 (configuration not stated),14,-4
Cc1nn(-c2ccc(C(=O)N3CCCCC3)cc2)c2c1C(=O)CCC2,-2,-2
CCOCCCNC(=O)c1cnn2c(C)c(Cc3ccccc3F)c(C)nc12,7,-12
CCc1cc(-c2[nH]ncc2-c2ccccc2)c(O)cc1OC,100*,-2
CCn1c(CCNC(C)=O)nc2c(C)cccc2c1=O,-5,0
CC1=NN(c2ccccc2)C(=O)/C1=C/c1cccc(Br)c1,25,-8
COc1ccccc1/C=c1\sc2nnc(-c3ccc(C)cc3)n2c1=O,14,0
Cc1noc(-c2cccn2Cc2c(F)cccc2Cl)n1,-20,-3
CC1CCC2C(=O)N(c3ccc(NCc4ccccn4)c([N+](=O)[O-])c3)C(=O)C2C1 (configuration not stated),34,-13
CCOc1ccccc1/C=c1\sc2nc(-c3ccc(Cl)cc3)nn2c1=O,2,-3
Cc1ccc(-n2ncc3c(=O)[nH]c(SCC(=O)Nc4ccc5c(c4)OCCO5)nc32)cc1C,-5,-2
Cc1oc2ccc(OCc3cccc(Br)c3)cc2c1C(=O)O,-8,-4
